LMPTP inh: blocks human LMPTP phosphatase. P24666. recombinant LMPTP-A, OMFP fluorogenic substrate, fluorescence intensity. inhibition, % at 20 µM. 360,000 tested, 0.22% active. AID 651560;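 active = compounds that cut the enzyme signal by at least half of the control window in the single-dose screen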;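 also: plate controls were DMSO wells with enzyme plus substrate for no effect and substrate without enzyme for full effect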
Target sequence (P24666 whole entry, looked up): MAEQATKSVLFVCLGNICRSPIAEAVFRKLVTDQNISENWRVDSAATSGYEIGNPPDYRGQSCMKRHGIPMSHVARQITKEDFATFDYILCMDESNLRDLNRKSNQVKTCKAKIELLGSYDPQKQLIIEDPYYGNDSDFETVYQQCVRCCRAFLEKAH
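Test system: LMPTP-A phosphatase enzyme. Amount: LMPTP-A at 0.625 nM final in the reaction. Reagent: OMFP substrate, 400 µM final. Times: 50 min at room temperature. Signal: endpoint fluorescence intensity from OMFP dephosphorylation. Read-out basis: % inhibition. Benchmarks: no-enzyme and uninhibited controls.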
DNMT1 block: blocks human DNA methyltransferase DNMT1; P26358; DNMT1 molecular beacon, Hinp1I cleavage, fluorescence; inhibition (reported as % activation of signal), % at 10 µM; 360,000 tested, 0.83% active; in the data active = inhibition above about 50%
Rpn11 block: inhibitors of human proteasome Rpn11; human 26S proteasome, Ub4-pepOG fluorescence polarization; 20S core pre-blocked with epoxomicin; AID 588493; 360,000 tested, 0.59% active; calls only at 20 µM;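 active = inhibition at 20 µM, scaled to each plate's controls, above about 33%, limit read from the data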
SUMO1 PPI mod: modulators of human SUMO1-mediated protein-protein interactions. AID 602429. inhibition, % at 20 µM. 360,000 tested, 0.33% active. SUMO1 binding to a labelled peptide, TR-FRET, 1 h. P63165; in the data active = inhibition above about 37%
Scp1 inh: inhibitors of human Scp-1 phosphatase; Recombinant Scp1, phosphopeptide, malachite green phosphate absorbance; inhibition, % at 20 µM; 340,000 tested, 0.88% active; AID 493091;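 active = inhibition above about 50% at 20 µM, limit read from the data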;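 also: plate controls were DMSO wells with enzyme for no effect and wells lacking enzyme for full effect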
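System: SCP-1 catalytic domain; Reagent: Phospho 17-mer peptide substrate; Doses: one concentration, 20 µM, with 1.0% DMSO; Incubation: 45 min room-temperature reaction, 5 min colour, 30 min stabiliser; Signal: Phosphate-binding colour reagent, absorbance read at 630 nm.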
NadD inh: inhibitors of Staphylococcus aureus NadD; purified NadD enzyme, colorimetric absorbance read-out; inhibition, % at 20 µM; 360,000 tested, 0.78% active; AID 602399; in the data active = inhibition above about 26%; also: some compounds past the cut are filed as inactive
Tb MetRS inh: Trypanosoma brucei MetRS inhibition | 360,000 tested, 0.4% active | purified T. brucei MetRS, ATP depletion, Kinase-Glo luminescence | inhibition, % at 11.9 µM;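 active = inhibition above a per-plate cutoff of the control wells' mean inhibition plus 3 SD, cut at about 5.5% in these data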;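 also: 0% = DMSO wells median and 100% = median of wells with control inhibitor compound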
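Dosing: 11.9 µM single point; system: parasite MetRS enzyme; technique: luminescence of leftover ATP; times: 15 min enzyme-compound preincubation, 2 h reaction, 10 min detection, 25 °C; replicates: each compound tested once; read-out basis: percent inhibition relative to median high and low control wells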
CSN deneddyl inh: CSN deneddylation inhibition; Q92905; 360,000 tested, 0.38% active; Purified CSN, SCF-Nedd8-OG deneddylation, fluorescence polarization; inhibition, % at 12.5 µM; AID 651999;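 active = pattern-corrected inhibition above about 35%, with an unprinted fluorescence ratio check between 0.5 and 1.5, limit read from the data, passing the limit was not always enough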;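 also: 0% = enzyme with substrate and 100% = substrate without enzyme; some results filed as inactive read as strong as hits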
Target sequence (Q92905 whole entry, looked up, one chain of several): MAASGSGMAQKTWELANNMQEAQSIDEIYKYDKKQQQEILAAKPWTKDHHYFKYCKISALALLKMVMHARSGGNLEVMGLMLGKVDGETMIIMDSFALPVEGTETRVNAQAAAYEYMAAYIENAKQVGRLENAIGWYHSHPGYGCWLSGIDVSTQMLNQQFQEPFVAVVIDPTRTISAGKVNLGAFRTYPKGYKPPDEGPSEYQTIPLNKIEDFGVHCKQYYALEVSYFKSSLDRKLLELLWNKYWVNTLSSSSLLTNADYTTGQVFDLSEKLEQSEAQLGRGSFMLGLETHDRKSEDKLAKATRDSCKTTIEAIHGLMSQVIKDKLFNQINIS
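Material: human Csn5 produced in HEK293T cells; Input: enzyme 0.24 nM; Reagent: SCFSkp2-Nedd8OG substrate at 10 nM final; Dosing: 12.5 µM compound; Incubation: 90 min reaction at room temperature; Detection: fluorescence polarization of the substrate; Evaluation: % inhibition of substrate cleavage by Csn5; Control set: substrate-only high control, full reaction low control.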
STEP inh: STEP (human) phosphatase inhibition; P54829; recombinant STEP, OMFP fluorogenic substrate, fluorescence; inhibition, % at 20 µM; 360,000 tested, 0.25% active; AID 588621;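 active = inhibition at 20 µM, scaled per plate between control wells, above about 37%, limit read from the data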;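 also: 0% = DMSO with enzyme and substrate and 100% = substrate only without enzyme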
Target sequence (P54829 whole entry, looked up): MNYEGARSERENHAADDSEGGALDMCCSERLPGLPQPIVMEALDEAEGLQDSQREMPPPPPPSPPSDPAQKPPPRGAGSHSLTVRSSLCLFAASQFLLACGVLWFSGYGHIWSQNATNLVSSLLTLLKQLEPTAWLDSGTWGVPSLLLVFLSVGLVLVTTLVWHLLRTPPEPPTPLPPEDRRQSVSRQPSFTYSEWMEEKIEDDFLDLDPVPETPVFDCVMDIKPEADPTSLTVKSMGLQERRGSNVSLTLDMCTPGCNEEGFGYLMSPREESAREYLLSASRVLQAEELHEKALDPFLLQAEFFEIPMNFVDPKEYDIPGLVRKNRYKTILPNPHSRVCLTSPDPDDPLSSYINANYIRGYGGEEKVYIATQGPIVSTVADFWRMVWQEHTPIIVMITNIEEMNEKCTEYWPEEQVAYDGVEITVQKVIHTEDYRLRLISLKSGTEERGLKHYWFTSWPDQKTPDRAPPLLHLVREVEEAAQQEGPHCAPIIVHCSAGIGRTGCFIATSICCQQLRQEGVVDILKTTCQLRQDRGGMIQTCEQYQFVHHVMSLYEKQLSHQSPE
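Test system: STEP tyrosine phosphatase / Reagent: OMFP at 25 µM / Doses: 20 µM, 1% DMSO / Read-out: percent inhibition scaled to no-enzyme and uninhibited-enzyme controls, plate-pattern corrected / Detection: FITC-channel fluorescence of OMFP product / Medium: Bis-Tris buffer pH 6.0, 2.5 mM DTT, 0.005% Tween 20 / Schedule: 20 min at room temperature, dark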
MsrA inhibitor: bovine MsrA inhibition; purified bovine MsrA, absorbance read-out; inhibition, % at 15.5 µM; 360,000 tested, 0.75% active; AID 651718; in the data active = inhibition above about 4.5%;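 also: 0% = vehicle wells with enzyme and 100% = reference inhibitor wells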
Numbers without * were called inactive; i = inactive; . = not tested or not shown. Compounds as they come; any-hit rate near 3.9%.

No.	structure	DNMT1 block	NadD inh	Scp1 inh	MsrA inhibitor	CSN deneddyl inh	STEP inh	SUMO1 PPI mod	LMPTP inh	Tb MetRS inh	Rpn11 block
1	O=C1CCc2cc(S(=O)(=O)NCCCC(=O)N3CCN(Cc4ccc5c(c4)OCO5)CC3)ccc2N1	8	-4	-1	-0.5	-5	0	-2	1.4	0.1	i
2	CCc1ccc(-n2c(=O)c3ccccc3n(CC(=O)C(C)(C)C)c2=O)cc1	1	-4	-8	-1.9	0	-3	-5	-0.9	-0.1	i
3	COc1ccc(C(c2nnnn2CCc2ccccc2)N2CCN(C)CC2)cc1OC (configuration not stated)	3	-5	0	1.3	-3	-3	0	-0.4	-0.8	i
4	CN(C)c1cc(NC(=O)CN2CCCC2)c2ccccc2n1	5	-3	-7	0.3	-3	-1	3	7.5	0.3	i
5	Nn1c(SCC(=O)Nc2ccc3c(c2)OCCO3)nnc(CCC(=O)O)c1=O	-1	4	-6	-0.2	0	1	5	-0.9	-0.1	i
6	CC(C)C(=O)N=C1NC(=O)CS1	2	5	-3	-0.1	0	-2	4	-0.5	-0.1	i
7	Cc1ccc(C(=O)N2CCN(C/C=C/c3ccccc3)CC2)cc1S(=O)(=O)N1CCOCC1	5	2	-6	0.7	-5	-1	4	-2.0	-0.3	i
8	CCC(=O)NC(=S)Nc1ccc(-c2nc3ccccc3s2)cc1	2	6	-2	0.1	0	5	1	-0.5	-0.4	i

The final 2 compounds of the section above come first, to join the parts.
No.	structure	DNMT1 block	NadD inh	Scp1 inh	MsrA inhibitor	CSN deneddyl inh	STEP inh	SUMO1 PPI mod	LMPTP inh	Tb MetRS inh	Rpn11 block
7	Cc1ccc(C(=O)N2CCN(C/C=C/c3ccccc3)CC2)cc1S(=O)(=O)N1CCOCC1	5	2	-6	0.7	-5	-1	4	-2.0	-0.3	i
8	CCC(=O)NC(=S)Nc1ccc(-c2nc3ccccc3s2)cc1	2	6	-2	0.1	0	5	1	-0.5	-0.4	i
9	COCCCNC(=O)Cn1nc(-c2ccccc2OC)ccc1=O	6	-9	3	0.8	-4	-2	-1	-1.5	-0.2	i
10	COc1ccc(-c2nc(CS(=O)CC(=O)NC3CCCC3)c(C)o2)cc1 (configuration not stated)	0	-2	-6	-0.4	1	-2	4	0.6	0.5	i
11	CN=c1c([N+](=O)[O-])nn(-c2ccc3c(c2)OCCO3)n1O	2	-2	4	1.1	2	0	-42	-0.7	-1.1	i
12	COC(=O)c1ccc(OC)c(CSc2nnc(COc3ccc(Cl)cc3)o2)c1	2	5	-9	0.3	0	6	0	3.8	-0.3	i
13	COc1ccc(-c2c(-c3cc(OC)cc(OC)c3)n(C)c3ccc(-c4cnc(OC)nc4)cc23)cc1	-2	23	2	-0.5	1	2	1	3.3	0.2	i
14	Cc1cccc(NC(=O)CSCC(=O)Nc2nnc(C3CC3)s2)c1	5	4	-5	0.1	-2	-4	-1	-1.7	-0.1	i
15	O=C(Nc1cccc(O)c1)c1cccc(S(=O)(=O)Nc2cccc(O)c2)c1	-7	1	-5	1.0	5	-5	8	2.4	0.5	i
16	CN1CCN(C2CCCCCC2)CC1	0	6	2	0.2	3	0	-5	-4.4	-0.7	i

Of the compounds above, these contain two or more sulfur atoms:
No.	structure	DNMT1 block	NadD inh	Scp1 inh	MsrA inhibitor	CSN deneddyl inh	STEP inh	SUMO1 PPI mod	LMPTP inh	Tb MetRS inh	Rpn11 block
8	CCC(=O)NC(=S)Nc1ccc(-c2nc3ccccc3s2)cc1	2	6	-2	0.1	0	5	1	-0.5	-0.4	i
14	Cc1cccc(NC(=O)CSCC(=O)Nc2nnc(C3CC3)s2)c1	5	4	-5	0.1	-2	-4	-1	-1.7	-0.1	i

New compounds follow.
No.	structure	DNMT1 block	NadD inh	Scp1 inh	MsrA inhibitor	CSN deneddyl inh	STEP inh	SUMO1 PPI mod	LMPTP inh	Tb MetRS inh	Rpn11 block
17	Cn1cccc1/C=C1\SC(=Nc2cccc(O)c2)NC1=O	-7	2	-6	0.3	8	1	-10	13	0.4	i
18	COc1ccc(C(=O)CCC(=O)Nc2cc(Cl)c(O)c(Cl)c2)cc1	5	-7	-12	-0.4	4	0	17	-9.9	2.0	i
19	O=c1[nH]nc(Cc2ccccn2)c2ccccc12	-1	-6	-6	-0.1	-2	4	-1	-2.4	-0.3	i
20	COc1ccc(CC2SC(=Nc3ccc(F)cc3)NC2=O)cc1 (configuration not stated)	3	3	-3	2.0	-13	2	2	0.9	0.0	i
21	O=C(/C=C/NCc1ccc(F)cc1)c1ccccc1	1	1	-8	2.1	-2	-4	-4	-0.2	-0.7	i
22	COc1ccc(/C=C/C(=O)OCC(=O)Nc2ccc(Cl)c(S(=O)(=O)N(C)C)c2)cc1OC	-12	-10	-10	2.3	2	-2	-6	1.0	-0.2	i
23	COc1ccc(-c2nnc(SCC(=O)NC(=O)Cc3ccccc3)n2C)cc1	4	15	0	0.2	-1	2	-1	-1.1	0.1	i
24	COc1cccc(-c2cc(C(=O)N3CCN(c4ccccc4OC)CC3)no2)c1	-2	-6	-4	-0.2	1	1	1	0.1	-0.5	i
25	CCOC(=O)n1c(=O)n(Cc2c(Cl)cccc2Cl)c2ccccc21	0	-6	-14	-1.7	-3	4	3	1.0	-1.1	i
26	CCCc1cc(=O)n2[nH]c(-c3cc(OC)c(OC)c(OC)c3)nc2n1	-6	-1	-2	-1.4	1	0	5	0.6	-0.7	i
27	Cc1cc(S(=O)(=O)N2CCOCC2)ccc1OCC(=O)NCc1ccco1	5	-2	37	0.3	-2	3	5	-1.1	-0.5	i
28	Cc1ccc(-c2cccc(=O)o2)cc1	.	.	.	1.9	5	.	-23	0.4	0.1	.
29	Cc1ccc(NC(=O)CSc2nccn2C)cc1F	2	-2	0	0.9	2	0	2	-2.5	-0.5	i
30	O=S(=O)(NC1CC1)c1ccc(S(=O)(=O)N2CCN3CCCC3C2)cc1 (configuration not stated)	1	-1	0	-0.5	-5	-3	1	-0.6	-0.3	i
31	CCOC(=O)c1c(C)n(C)c2cc(Br)c(C)cc12	10	0	-5	1.4	8	-1	0	0.4	-1.4	i
32	COCCSc1ccccc1C(=O)Nc1cc(C)ccn1	2	-4	-5	-0.5	4	-1	3	-0.4	0.4	i
33	O=C(O)CC(C(=O)NC1CCCCC1)C1CCCO1 (configuration not stated)	6	11	7	0.0	-2	3	-3	-1.1	-0.3	i
34	COc1ccc(Nc2ccnc(Nc3ccc(OC)cc3)n2)cc1	-1	-1	1	0.3	0	4	3	7.5	-0.2	i
35	Cc1cc2nc(C3CCN(C(=S)NCC(C)C)CC3)[nH]c2cc1C	10	-6	-6	-0.8	-2	-3	5	-0.3	-1.6	i
36	c1ccc(CCCCNCC2COc3ccccc3O2)cc1 (configuration not stated)	2	-4	-2	-0.8	5	2	2	0.6	0.6	i
37	CC(=O)Nc1ccc(S(=O)(=O)NNC(=O)c2ccc([N+](=O)[O-])cc2)cc1	3	-3	-1	0.9	4	0	-29	-2.4	-0.5	i
38	COc1cc2[nH]c(=O)n(CCCC(=O)NCCc3ccccc3)c(=O)c2cc1OC	1	-3	0	2.8	1	-1	0	-0.4	-1.5	i
39	O=S(=O)(NCCOc1ccccc1Cl)c1ccc2oc3ccccc3c2c1	-17	-6	-15	1.2	-2	-1	-2	5.4	0.3	i
40	CN1C(=O)C(O)(CC(=O)c2cccnc2)c2ccccc21 (configuration not stated)	4	-4	-10	-0.8	5	0	-20	-1.0	-0.4	i
41	N/C(=N\C(=S)Nc1ccc2c(c1)OCO2)c1ccccc1	7	-4	.	0.8	-2	6	0	3.6	-0.1	i
42	COc1ccc(C(=O)Nc2cc3c(cc2OC)CCCC3)cc1Br	-8	-9	-16	1.6	-1	2	2	5.3	-0.1	i
43	CCCCn1c(C(C)NC(=O)COC)nc2ccccc21 (configuration not stated)	2	-2	-8	-1.4	-3	1	4	0.3	-1.2	i
44	CCn1cc(C(=O)OCC(=O)Nc2c(C)cccc2C)c(=O)c2ccc(C)nc21	1	11	0	0.7	-1	2	5	-1.1	0.0	i
45	Cc1ccc(S(=O)(=O)N2CCCC(C(=O)NCC3CCCO3)C2)cc1 (configuration not stated)	3	-4	-8	-0.9	0	-4	5	-1.2	0.0	i
46	O=C(N/N=C/C=C/c1cccc([N+](=O)[O-])c1)C(O)c1ccccc1 (configuration not stated)	8	-2	3	0.3	9	0	-24	0.1	0.2	i
47	COC(=O)c1c(NC(=O)COC(=O)Cn2cnc3ccccc32)sc(C)c1C	-1	-5	-4	0.5	2	5	1	1.0	-2.4	i
48	CCOC(=O)c1c(NC(=O)CSc2nnc(-c3ccccc3)o2)sc(C(C)=O)c1C	-6	4	-12	-1.7	1	5	-2	-0.2	-1.2	i
49	Cc1ccc(OCCn2c(SCCO)nc3c(N)ncnc32)cc1	-5	-4	-16	-1.1	2	-1	2	-2.0	-0.1	i
50	COc1ccc2nc3c(cc2c1)c(NC(=O)C1CCCO1)nn3CC(C)C (configuration not stated)	-7	-3	2	1.7	3	6	-14	1.3	-1.4	i
51	CCCC(=O)C1=C(O)C(C(=O)OC)C(C)(C)CC1=Nc1ccc(Br)cc1 (configuration not stated)	10	-5	-5	-1.1	-4	1	1	2.0	3.6	i
52	COC(=O)c1c(NC(=O)CC2Nc3ccccc3NC2=O)sc(C)c1C (configuration not stated)	8	-2	-8	-0.7	8	-2	-4	-2.3	-1.4	i
53	CC(Sc1nnc2n1CCCCC2)C(=O)Nc1ccc(S(N)(=O)=O)cc1 (configuration not stated)	3	3	1	-0.9	0	3	7	-1.1	-0.1	i
54	COc1ccc(C(=S)N2CCOCC2)cc1OC(=O)c1cc(OC)c(OC)c(OC)c1	0	-2	-1	-1.7	3	3	3	-1.6	-0.8	i
55	CCc1cccc(C)c1NS(=O)(=O)c1cccs1	-1	-18	-9	-0.3	1	0	0	-0.1	0.6	i
56	CCOC(=O)/C(C(=Nc1ccccc1)Nc1ccccc1)=C(\C)O	5	-5	-1	0.6	2	-2	5	-1.6	0.2	i
57	CCOc1cc(CNc2ccccc2)cc(Br)c1OCC(=O)NC(C)(C)C	-4	4	-2	0.1	3	4	-1	5.3	-0.2	i
58	Cc1ccc(C(=O)Cn2nnc(-c3ccccc3-n3cnnn3)n2)cc1	-1	-2	-10	-0.2	5	-1	6	-1.7	-0.1	i
59	O=C1NCCN/C1=C\C(=O)c1ccccc1	-2	-6	-7	3.5	-6	-4	-24	-1.6	-0.5	i

Source: PubChem
